# Screening results from PubChem BioAssay.
# FXN GAA850 act = activators of GAA850 frataxin (FXN) promoter | HEK293 lucGAA850 FXN promoter luciferase reporter, 24 h; percent of 10 µM SAHA response | AID 540364 | activation, % at 6 µM | hit rate 0.56% among 360,000;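 active = activation above the average of all compounds screened plus 3 SD, cutoff fixed separately per campaign, cut at about 7.5% in these data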;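 also: 0% = DMSO wells and 100% = 10 µM SAHA wells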
# ssDAF12 agonist = activates DAF-12 receptor from parasite S. stercoralis; hit rate 1% among 370,000; HEK293 ssDAF-12/GRIP1 lit1-tk-luc reporter, luminescence; % of 3 µM dafachronic acid response; activation, % at 6.8 µM;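 active = activation above the mean over all tested compounds plus 3 SD, cut at about 0.9% in these data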;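 also: 0% = DMSO-only wells and 100% = 3 µM delta7-dafachronic acid wells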
# DAX1 inh-1 = NR0B1 (DAX1) inhibition; P51843; hit rate 0.99% among 340,000; HEK293 Gal4-DAX1 luciferase reporter, luminescence; inhibition, % at 6.75 µM; AID 504766;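 active = inhibition above the mean over all tested compounds plus 3 SD, cut at about 4.2% in these data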;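 also: 0% = DAX1-transfected cells with DMSO and 100% = empty-vector control cells with DMSO; inhibition shows as a rise in luminescence from relieved DAX1 repression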
# hcDAF-12 act = activates DAF-12 receptor from parasite H. contortus | HEK293 hcDAF-12 lit1-tk-luc reporter, luminescence; 0% DMSO, 100% Δ7-dafachronic acid | activation, % at 6.8 µM | hit rate 1.4% among 370,000;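 active = activation above the mean of all tested compounds plus 3 SD, cut at about 5.5% in these data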;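 also: 100% = response to 3 µM Δ7-dafachronic acid high control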
# DAX1 inh-2 = inhibitors of DAX1 repression of SF-1 activated StAR promoter. HEK293T StAR-luciferase reporter, SF-1/DAX-1 repression relief. inhibition, % at 6.8 µM. hit rate 1.1% among 370,000. AID 652010;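 active = inhibition above the mean over all tested compounds plus 3 SD, cut at about 3.6% in these data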;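 also: 0% = DAX-1 cells with DMSO and 100% = cells lacking DAX-1 with DMSO; higher inhibition means more luminescence from relief of DAX-1 repression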
# SMARCA2 activ = increases SMARCA2 function in MMTV reporter cells; MG213 cells, MMTV-luciferase reporter, dexamethasone, overnight; activation, % at 9.1 µM; hit rate 1% among 370,000; in the data active = activation above about 7.8%;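 also: 0% = vehicle wells and 100% = reference activator wells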
# hgDAF-12 ag = hgDAF-12 agonism, primary luciferase screen. HEK293 GAL4-hgDAF12 UAS-luciferase reporter, agonist luminescence; normalized to butyrate control. activation, % at 6.8 µM. hit rate 1.8% among 370,000. AID 687014;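 active = activation above a cutoff set at the mean of all screened compounds plus 3 SD, cut at about 10% in these data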;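 also: 0% = DMSO wells and 100% = sodium butyrate wells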
# NPR1 activator = GC-A (human) enzyme activation; P16066; HEK293 GC-A cells, cGMP TR-FRET, EC30 ANP; 0% at EC30 ANP, 100% saturating ANP; activation, % at 10 µM; hit rate 0.14% among 370,000; in the data active = activation above about 40%
# Target sequence (P16066 whole entry, looked up): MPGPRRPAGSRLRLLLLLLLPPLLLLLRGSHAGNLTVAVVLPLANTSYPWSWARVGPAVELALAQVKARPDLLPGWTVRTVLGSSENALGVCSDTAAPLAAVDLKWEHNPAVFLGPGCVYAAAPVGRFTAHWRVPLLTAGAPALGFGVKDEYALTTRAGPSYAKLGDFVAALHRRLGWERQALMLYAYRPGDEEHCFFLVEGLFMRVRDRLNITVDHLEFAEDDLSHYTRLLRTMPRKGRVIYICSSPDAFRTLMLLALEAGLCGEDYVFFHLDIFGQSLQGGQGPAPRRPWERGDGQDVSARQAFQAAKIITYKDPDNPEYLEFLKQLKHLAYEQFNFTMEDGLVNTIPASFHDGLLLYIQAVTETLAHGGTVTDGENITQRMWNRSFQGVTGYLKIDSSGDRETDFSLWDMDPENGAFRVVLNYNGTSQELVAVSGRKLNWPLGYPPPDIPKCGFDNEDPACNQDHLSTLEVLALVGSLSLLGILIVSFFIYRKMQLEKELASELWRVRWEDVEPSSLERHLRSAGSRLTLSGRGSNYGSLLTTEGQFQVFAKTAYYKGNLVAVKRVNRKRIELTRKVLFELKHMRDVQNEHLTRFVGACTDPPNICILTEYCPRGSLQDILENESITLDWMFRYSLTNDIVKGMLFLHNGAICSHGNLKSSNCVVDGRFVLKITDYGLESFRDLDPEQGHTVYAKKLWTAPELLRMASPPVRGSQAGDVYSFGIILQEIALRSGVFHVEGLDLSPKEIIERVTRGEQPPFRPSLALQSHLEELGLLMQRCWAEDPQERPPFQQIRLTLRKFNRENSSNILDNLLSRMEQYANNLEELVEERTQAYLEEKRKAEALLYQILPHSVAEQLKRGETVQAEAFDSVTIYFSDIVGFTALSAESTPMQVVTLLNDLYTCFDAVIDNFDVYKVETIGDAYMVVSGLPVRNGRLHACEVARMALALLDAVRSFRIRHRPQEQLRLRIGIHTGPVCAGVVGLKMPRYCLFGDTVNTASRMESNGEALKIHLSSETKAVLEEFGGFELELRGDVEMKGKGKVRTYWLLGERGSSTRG
# ADAM10 inh = inhibits human ADAM10. hit rate 0.62% among 370,000. recombinant ADAM10, EDANS/DABCYL FRET peptide cleavage, 3 h. inhibition, % at 7 µM. O14672. AID 720582;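 active = inhibition above a per-campaign cutoff equal to the mean of compounds falling between control-based bounds plus 3 SD, cut at about 20% in these data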;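 also: 0% = DMSO wells while the 100% control is not disclosed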
# ADAM17 inh = inhibits human ADAM17. P78536. recombinant ADAM17, EDANS/DABCYL FRET peptide cleavage. inhibition, % at 6.95 µM. hit rate 0.83% among 370,000. AID 720648;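 active = inhibition above the mean of compounds lying between control limits plus 3 SD, set per campaign, cut at about 8.5% in these data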;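 also: 0% = DMSO-only wells as the low control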
# PG9 binder = binds the HIV-1 gp120 antibody PG9; inhibition, % at 6.7 µM; TR-FRET gp120-PG9 antibody binding; hit rate 0.43% among 360,000; in the data active = inhibition above about 8.5%
# The depositor's hits bear a star; · = no result given. Rows are unselected; 6.8% or so of the library scored in one or more.
SMILES,FXN GAA850 act,ssDAF12 agonist,DAX1 inh-1,hcDAF-12 act,DAX1 inh-2,SMARCA2 activ,hgDAF-12 ag,NPR1 activator,ADAM10 inh,ADAM17 inh,PG9 binder
CCCc1cc(=O)oc2cc(OCC(=O)N3CCOCC3)c(Cl)cc12,0.5,-1.2,-0.4,-2.4,-0.1,0,-1.0,1,-10,-4,-0.2
CC(=O)c1ccc(C(=O)N2CCc3c([nH]c4ccccc34)C2c2cccc(C)n2)s1 (configuration not stated),-2.2,0.4,1.3,2.8,-0.1,-1,-3.3,-2,10,2,-1.0
Cc1ccnc(NS(=O)(=O)c2ccccc2)c1,0.9,-0.6,-0.5,-2.2,-0.1,0,0.3,-1,-12,-10,1.7
Cc1onc(-c2c(F)cccc2Cl)c1C(=O)NCc1ccc(S(N)(=O)=O)cc1,-0.4,-1.1,-0.3,-0.8,-2.4,-3,2.6,-2,-13,-4,1.6
CCN(CC)C(=O)C1CCCN(c2ccc([N+](=O)[O-])cc2/C=N/NC(=O)c2ccccc2)C1 (configuration not stated),3.1,-1.2,1.0,0.5,-0.3,6,1.6,2,8,1,0.9
O=C(CC1CCCC1)NCCc1cn2ccccc2n1,0.7,-1.4,1.1,-0.5,-0.6,-1,-1.1,0,-18,-5,-0.3
COc1cc(CNCCc2ccc(S(N)(=O)=O)cc2)ccc1OCc1ccc(Cl)cc1,0.0,-0.7,-0.8,-1.5,-0.1,-3,1.1,-6,2,-2,-2.0
COc1ccc(C(=O)/C=C/N2CCCCC2)cc1OC,3.0,-1.7,-0.4,-2.4,-0.4,-1,-2.1,2,10,-2,-0.4
CC(NC(=O)C(NS(=O)(=O)c1cccs1)C(C)C)c1ccc(S(N)(=O)=O)cc1 (configuration not stated),1.2,-1.4,0.5,-1.0,-0.3,-4,-1.9,2,1,-2,-0.5
O=C(CSc1ccccc1)N(c1ccc(Br)cc1)c1nccs1,2.1,-1.7,-0.4,-1.6,-0.8,-4,-2.3,-6,19,8,-3.9
O=c1[nH]c(N/N=C/c2cc3c(cc2[N+](=O)[O-])OCO3)nc2ccccc12,1.9,-1.0,0.1,1.5,0.1,2,-0.9,-9,-17,-8,-2.9
CC(NC(=O)c1ccc(Cl)cc1)c1nnc(SCc2ccc([N+](=O)[O-])cc2)n1C (configuration not stated),-3.0,-1.5,1.2,-1.5,-0.7,-2,-2.2,-7,-5,-4,0.8
CS(=O)(=O)c1ccc(C(=O)Nc2cc(S(C)(=O)=O)ccc2Cl)cc1,2.8,-0.6,0.0,-1.0,0.2,-1,-1.1,4,-3,-1,-0.6
COc1cccc(CN(C)CC(=O)Nc2cccc(S(=O)(=O)N(C)c3ccccc3)c2)c1OC,-0.4,-1.3,-0.8,-1.9,-0.5,-5,-3.2,-2,-6,-1,-1.7
C/C=C/Cn1c(Br)nc2c1c(=O)n(C)c(=O)n2C,-0.3,-1.1,-0.1,0.1,-0.2,0,0.5,7,7,-3,-0.5
O=C(Nc1cc(N2CCCCC2)ncn1)c1ccccc1,2.3,-0.7,2.7,2.3,-0.4,6,6.2,0,-1,-3,0.1
Cc1cc(C)c(NC(=O)COC(=O)Cn2nc(-c3ccccc3)oc2=O)c(C)c1,0.7,-0.8,-0.9,-0.6,0.2,-3,-0.2,7,-12,-5,1.4
Cc1cc(N/C=C/C(=O)c2cccs2)ccc1F,6.0,2.1*,6.5*,10*,5.2*,4,24*,-2,-6,-1,-1.5
FC(F)(F)c1ccccc1NC(=S)NN1CCOCC1,-1.3,-1.9,1.2,-1.1,-0.1,-3,-1.0,2,5,3,0.9
COCCCN1CC(=O)N2C(c3ccc(C)cc3)c3[nH]c4ccccc4c3C[C@H]2C1=O (some centres not stated),-0.3,-0.4,-1.0,1.6,-0.6,0,-1.6,-3,4,-2,0.3
CN(C)CC(O)CN(c1ccccc1)c1ccccc1 (configuration not stated),0.6,-1.5,·,-0.3,1.0,-4,1.8,-5,3,0,-1.4
CCN(Cc1ccccc1)c1cc2c(c3c1ccn3C)C1CCC2C1 (configuration not stated),·,-1.2,·,-1.5,-2.5,-2,-2.7,-4,-6,-4,0.8
CCNC(=O)c1ccc(-n2nc(C)cc2-c2ccccc2)cc1,-3.3,-1.2,-0.8,-2.5,0.8,5,1.4,4,-5,0,-1.2
CCN(CC)C(=O)CSc1nc2ccccc2c(=O)n1CC,0.2,-1.0,0.8,-1.6,-0.2,-1,-1.8,-6,-9,-7,1.8
O=C(Nc1nc2c(Br)cccc2s1)c1ccc2c(c1)OCCO2,·,-0.1,·,3.5,·,·,15*,23,-9,-2,·
CCOc1ccc(C(=O)NCc2ccccc2OC)cc1,1.5,-1.1,2.6,-0.1,0.4,-3,2.1,0,0,-1,-3.1
Cc1cc(C)n(C(=O)CCCCCC(=O)n2nc(C)cc2C)n1,-0.6,-0.9,0.0,0.7,0.8,0,1.4,2,3,-3,2.2
Fc1cccc(CN2CCN(Cc3nc(-c4cnccn4)no3)CC2)c1,-0.5,-1.4,-0.1,-0.6,-0.3,-2,0.7,1,-6,-4,-0.4
CCOC(=O)c1ccc(NC(=O)CCc2nc(-c3ccc(Cl)cc3)no2)cc1,-1.4,-1.4,-1.3,-2.3,-0.5,-2,-2.1,-4,-1,1,-2.2
O=C(O)C1CC(=O)N(c2ccc(OCc3ccccc3)cc2)C1 (configuration not stated),-1.4,-0.5,0.6,-0.1,0.5,1,-2.5,1,4,-1,-1.4
C[C@@H]1CN([C@@H](C)CO)C(=O)CCCn2nncc2CO[C@@H]1CN(C)C(=O)Nc1ccnc(N2CCOCC2)c1,1.0,-0.9,6.2*,-0.5,0.8,-3,0.1,-2,-18,-6,1.0
CCOC(=O)COc1ccc2c(c1)c(C(C)=O)c(C)n2-c1ccccc1,1.1,-0.9,0.5,-0.8,0.0,3,1.5,0,-2,-3,-3.1
Cc1ccc(-c2c(C(=O)N/N=C/C3CCCCC3)nnn2-c2nonc2N)cc1,0.1,-1.2,0.4,-3.0,-2.4,-1,-2.2,-2,-5,2,1.9
COc1cc(C(O)P(=O)(OC2CCCCC2)c2ccc(N(C)C)cc2)cc(OC)c1OC (configuration not stated),1.7,-1.1,0.8,0.7,-0.2,-3,-3.9,3,3,2,2.1
O=c1[nH]c(NCCO)c(N=Cc2ccccc2)c(=O)[nH]1,2.6,-0.7,2.6,-0.6,-0.8,-2,0.2,-2,-273,-68,-0.4
O=C(Nc1nnc(S(=O)(=O)N2CCN(c3ccc(F)cc3)CC2)s1)c1ccco1,-0.2,0.1,-0.8,-0.3,-0.3,-1,-0.8,5,-1,-1,0.3
O=[N+]([O-])c1ccc2nc(CN3CCCCC3)[nH]c2c1,3.8,-1.0,0.5,-1.0,0.0,4,5.4,0,3,1,-0.8
COc1cc2ccccc2cc1C(=O)Nc1ccccc1Cl,8.2*,2.2*,4.8*,12*,2.6,5,16*,-1,5,-2,-0.4
Cc1ccc(NC(=O)CCn2c(=O)[nH]c3ccsc3c2=O)cc1,0.4,-1.8,0.8,-0.2,-0.7,-3,2.1,1,6,-2,0.7
CC1CCN(C(=O)CN2C(=O)NC(c3ccccc3)(c3ccccc3)C2=O)CC1,-0.4,0.4,-0.2,-1.1,2.5,-5,-4.0,-2,-4,5,-1.7
CSCCC(NC(=O)c1cccc(S(=O)(=O)N2CCOCC2)c1)C(=O)Nc1cccc(C)c1 (configuration not stated),-2.5,-1.0,0.0,-0.4,-0.7,-4,-2.0,0,-5,0,-0.3
CCC/C=N/NC(=O)CNC(=O)c1ccccc1Cl,-0.2,-1.5,0.7,-1.9,0.0,-1,1.4,3,-7,-2,-0.1
CCOc1cc(-c2nccc3cc(OC)c(OC)cc23)cc(OCC)c1OCC,2.1,-2.2,-2.3,-4.4,-0.9,-2,-6.5,14,3,0,0.1
NCCc1nnc(SCC(=O)Nc2cccc(Cl)c2)o1,2.6,-0.9,0.8,-0.7,-0.5,-4,1.4,0,0,-4,2.1
CC(C)(C)NCC(O)COc1ccccc1C(C)(C)C (configuration not stated),1.8,-1.9,1.0,0.9,-0.1,-2,2.2,0,12,0,-2.5
CCCCCn1c(CCCNC(=O)CC)nc2ccccc21,0.9,-1.3,-1.1,-1.0,-0.8,1,-1.6,-3,-2,0,0.7
COc1cccc(-c2nc(CS(=O)(=O)CC(=O)NCCCN3CC(C)CC(C)C3)c(C)o2)c1 (configuration not stated),1.0,-1.3,1.0,-0.6,0.0,-2,0.6,-2,1,-4,-1.2
COc1cc(Cl)c(C)cc1NC(=O)COC(=O)C1=NN(c2ccccc2)C(=O)CC1,2.2,-0.5,-0.5,-0.2,0.1,-2,-0.2,-7,-9,-3,-0.3

# Complete entries, quoted from the list.
# Profile of CC(C)(C)NCC(O)COc1ccccc1C(C)(C)C (configuration not stated) = FXN GAA850 act: 1.8; ssDAF12 agonist: -1.9; DAX1 inh-1: 1.0; hcDAF-12 act: 0.9; DAX1 inh-2: -0.1; SMARCA2 activ: -2; hgDAF-12 ag: 2.2; NPR1 activator: 0; ADAM10 inh: 12; ADAM17 inh: 0; PG9 binder: -2.5
# Profile of O=[N+]([O-])c1ccc2nc(CN3CCCCC3)[nH]c2c1 = FXN GAA850 act: 3.8; ssDAF12 agonist: -1.0; DAX1 inh-1: 0.5; hcDAF-12 act: -1.0; DAX1 inh-2: 0.0; SMARCA2 activ: 4; hgDAF-12 ag: 5.4; NPR1 activator: 0; ADAM10 inh: 3; ADAM17 inh: 1; PG9 binder: -0.8

# The listing continues:
SMILES,FXN GAA850 act,ssDAF12 agonist,DAX1 inh-1,hcDAF-12 act,DAX1 inh-2,SMARCA2 activ,hgDAF-12 ag,NPR1 activator,ADAM10 inh,ADAM17 inh,PG9 binder
CCCn1c(S(=O)(=O)O)nc2ccccc21,1.9,-1.4,-0.8,0.7,0.5,0,0.8,-1,4,0,-0.3
OC[C@H]1O[C@@](CO)(O[C@H]2O[C@H](CO)[C@@H](O)[C@H](O)[C@H]2O)[C@@H](O[C@H]2O[C@H](CO)[C@@H](O)[C@H](O)[C@H]2O)[C@@H]1O,-0.1,-0.8,0.1,0.3,0.4,-4,-0.4,7,-15,-2,-0.7
O=C(Nc1ccc(F)c(Cl)c1)c1cccnc1,4.2,-1.5,0.9,0.3,-0.5,1,4.3,-5,-4,-2,-0.2
O=C(CN1C(=O)S/C(=C\c2ccccc2Cl)C1=O)NCCCn1ccnc1,0.9,-0.5,0.4,-1.1,1.2,-3,0.0,-1,6,6,-0.5
CC(C)c1ccc(OCC(=O)NC(=S)Nc2ccc3c4c(cccc24)CC3)cc1,1.2,-0.4,-0.2,-0.9,-0.4,-1,0.9,19,-9,-7,11*
COCCn1nnnc1C(CC(C)C)N1CCN(c2ccccc2)CC1 (configuration not stated),2.4,-1.0,-0.1,-0.7,-0.6,-1,2.7,2,6,-3,-1.9

# Structural class: those above with bromine.
SMILES,FXN GAA850 act,ssDAF12 agonist,DAX1 inh-1,hcDAF-12 act,DAX1 inh-2,SMARCA2 activ,hgDAF-12 ag,NPR1 activator,ADAM10 inh,ADAM17 inh,PG9 binder
O=C(CSc1ccccc1)N(c1ccc(Br)cc1)c1nccs1,2.1,-1.7,-0.4,-1.6,-0.8,-4,-2.3,-6,19,8,-3.9
C/C=C/Cn1c(Br)nc2c1c(=O)n(C)c(=O)n2C,-0.3,-1.1,-0.1,0.1,-0.2,0,0.5,7,7,-3,-0.5
O=C(Nc1nc2c(Br)cccc2s1)c1ccc2c(c1)OCCO2,·,-0.1,·,3.5,·,·,15*,23,-9,-2,·
